DUSP3 inh: VHR1 phosphatase inhibitors, primary screen, biochemical, colorimetric, HTS. Dual specificity protein phosphatase 3 (Homo sapiens), P51452. recombinant VHR phosphatase, colorimetric substrate read-out. inhibition, % at 20 µM. hit rate 0.7% among 50,000. AID 1992, 2009; in the data active = inhibition above about 60%; note: some results filed as inactive read as strong as hits
Target sequence (P51452 whole entry, looked up): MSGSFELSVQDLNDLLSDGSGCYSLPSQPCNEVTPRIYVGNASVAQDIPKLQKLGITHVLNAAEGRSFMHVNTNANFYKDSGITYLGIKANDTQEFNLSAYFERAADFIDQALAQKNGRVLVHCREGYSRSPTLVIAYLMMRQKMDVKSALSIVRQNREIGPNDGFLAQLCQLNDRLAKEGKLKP
The depositor's hits bear a star. Some of the compounds tested (hit frequency here may not be typical).

SMILES | DUSP3 inh
COc1ccc(NC(=O)/C(=C/c2cccs2)NC(=O)c2cccs2)cc1 | 8.3
Cc1ccc(OCC(=O)Nc2ccc(C(N)=O)cc2)c(Br)c1 | -28.9
N/C(=N/OC(=O)c1cccc([N+](=O)[O-])c1)c1ccc(Br)cc1 | -3.9
O=C(CC1Sc2ccc(C(F)(F)F)cc2NC1=O)Nc1ccc(I)cc1 (stereo unspecified) | 3.4
O=C(Cc1ccccc1)Nc1cc(Cl)c(Cl)cc1Cl | -12.7
CCN(CC)CCN1C(=O)C(O)=C(C(=O)/C=C/c2ccccc2)C1c1ccccc1Cl (stereo unspecified) | -18.3
CCCCCCOc1ccc(N2C(=O)CC(N3CCC(C)CC3)C2=O)cc1 (stereo unspecified) | 14.7
COc1cc(N/N=C/c2ccc(Br)cc2)ncn1 | -10.9
CNC(=O)C(=O)Nc1cccc2ccccc12 | -3.2
COc1ccc(Cl)cc1C(=O)Nc1cccc(C)c1C | 0.5
Cn1c(=O)n(C)c2cc(C3Nc4ccc5ccccc5c4C4=C3C(=O)CC(C)(C)C4)ccc21 (stereo unspecified) | 3.1
O=C(Oc1ccc2oc(=O)sc2c1)c1ccccc1Br | 2.2
CC(NC(=O)C(=O)Nc1ccc(F)cc1)c1ccccc1 (stereo unspecified) | -17.4
O=C(O)/C=C/c1ccc(S(=O)(=O)Nc2ccccn2)cc1 | 0.1
O=C(CSc1nc2sc3c(c2c(=O)n1-c1ccccc1)CCC3)Nc1ccccc1[N+](=O)[O-] | -1.9
COc1cccc(C2C(C(=O)OCCc3ccccc3)=C(C)NC3=C2C(=O)CCC3)c1OC (stereo unspecified) | -10.7
O=C(O)C1C2CCC(C2)C1C(=O)Nc1nc(-c2ccc(Cl)c(Cl)c2)cs1 (stereo unspecified) | 8.9
O=C(Nc1ccccc1I)c1ccccc1C(F)(F)F | -0.1
CCCC(C)NS(=O)(=O)c1ccc([N+](=O)[O-])cc1 (stereo unspecified) | 11.9
O=C(c1ccc(Cl)cc1)N1CCN(c2ccc([N+](=O)[O-])c3ncccc23)CC1 | -0.8
O=C(CSc1nnc(-c2ccc3c(c2)OCO3)n1-c1ccccc1)c1ccccc1 | -11.3
Cc1cccc2c1[nH]c1nc(N/N=C\c3ccc(-c4ccccc4Cl)o3)nnc12 | -23.8
COc1ccc(C2NC(C)(C)Cc3cc(OC)c(OC)cc32)cc1 (stereo unspecified) | -3.2
CCCCOc1ccc(C(=O)Nc2ccc(S(=O)(=O)Nc3nccc(C)n3)cc2)cc1 | -6.3
O=[N+]([O-])c1ccc(N2CCCC2)cc1NCCOc1ccc(Cl)cc1 | -24.6
Fc1cnc(NN=Cc2cccs2)nc1N1CCOCC1 | -10.8
CCOc1ccc(/C=C2\C(=O)NC(=S)N(c3cccc(Cl)c3)C2=O)cc1Cl | -9.3
Cc1c(C(=O)Nc2ccc(-c3nc4cc(Cl)ccc4o3)cc2)cccc1[N+](=O)[O-] | 2.2
Cc1cccc(NC(=O)C(=O)N/N=C/c2ccc(C)o2)c1 | 14.8
CC(C)(C)NC(=O)C1C(C=C(Cl)Cl)C1(C)C (stereo unspecified) | -16.3

An excerpt of these results, with each value named.
Cc1cccc(NC(=O)C(=O)N/N=C/c2ccc(C)o2)c1
  DUSP3 inh = 14.8
CC(C)(C)NC(=O)C1C(C=C(Cl)Cl)C1(C)C (stereo unspecified)
  DUSP3 inh = -16.3
CCOc1ccc(/C=C2\C(=O)NC(=S)N(c3cccc(Cl)c3)C2=O)cc1Cl
  DUSP3 inh = -9.3
CCCC(C)NS(=O)(=O)c1ccc([N+](=O)[O-])cc1 (stereo unspecified)
  DUSP3 inh = 11.9

(next part)
SMILES | DUSP3 inh
CCOc1ccc2c(c1)C(C)=CC(C)(C)N2S(=O)(=O)c1ccc(NC(C)=O)cc1 | -7.7
CCOc1cc(C2CC(=O)Nc3c2ccc2ccccc32)cc(Br)c1OC (stereo unspecified) | -3.1
CCOC(=O)c1c[nH]c2ccc(OCC)cc2c1=O | -10.9
COc1ccc([N+](=O)[O-])cc1/C=C1\SC(=S)N(C2CCCCC2)C1=O | -3.3
O=[N+]([O-])c1ccc(Oc2ccc(S(=O)(=O)Nc3ccccn3)cc2)cc1 | 3.9
O=C(c1nn2c(C(F)(F)F)cc(-c3ccco3)nc2c1Cl)N1CCOCC1 | -10.8
O=C(NC(NC(=S)Nc1ccc(Br)cc1)C(Cl)(Cl)Cl)c1ccccc1F (stereo unspecified) | -12.6
CC(Oc1cccc(Cl)c1)C(=O)Nc1ccccc1Br (stereo unspecified) | -12.0
O=C(CC1S/C(=N\N=C\c2cccs2)NC1=O)Nc1ccccc1C(F)(F)F (stereo unspecified) | 11.8
Cc1cc(C)cc(NC(=O)C(=O)NCc2ccccn2)c1 | 12.5
COc1ccc(-c2cc(-c3ccccc3)nc(N/N=C/c3cccnc3)n2)cc1 | 12.3
CC(C)c1nnc(NC(=O)/C=C/c2ccccc2)s1 | -2.2
Cc1c(-c2ccc(Cl)cc2Cl)nc2ccccc2c1C(=O)O | -15.6
CCOC(=O)C1=C(C)N=c2s/c(=C\c3ccc(C(=O)O)cc3)c(=O)n2C1c1ccc(OC)cc1 (stereo unspecified) | 3.7
O=C(/C=C/c1ccc(F)cc1)Nc1cccc(Cl)c1Cl | -14.1

Laid out differently: entries from further up
| mol | DUSP3 inh |
| --- | --- |
| Cn1c(=O)n(C)c2cc(C3Nc4ccc5ccccc5c4C4=C3C(=O)CC(C)(C)C4)ccc21 (stereo unspecified) | 3.1 |
| O=C(Oc1ccc2oc(=O)sc2c1)c1ccccc1Br | 2.2 |
| CC(NC(=O)C(=O)Nc1ccc(F)cc1)c1ccccc1 (stereo unspecified) | -17.4 |

Going on with the list:
SMILES | DUSP3 inh
CCOc1ccc(-c2nnc(NC(=O)CSCc3ccccc3)s2)cc1 | -36.7
CCN(CC)CCOC(=O)c1ccc(NC(=O)CCN2C(=O)S/C(=C\c3ccc(OC)cc3)C2=O)cc1 | -15.1
Cc1ccc2c(c1)-c1c(ssc1=S)C(C)(C)N2C(=O)CSc1nc2ccccc2o1 | 10.2
COc1cc(/C=C2\N=C(c3ccccc3Cl)OC2=O)ccc1OC(=O)c1ccccc1Cl | 17.0
Cc1c(OCC(=O)c2ccccc2)ccc2c3c(c(=O)oc12)CCCC3 | -8.5
Cc1cccc(-c2cc(NC(=O)c3ccc(Cl)cc3Cl)n[nH]2)c1 | -10.6
Cc1ccc(NC(=O)COc2ccc3ccccc3c2)cc1Cl | -5.6
COc1cc(NC(=O)c2ccc3c(c2)C(=O)N(c2ccccc2OC)C3=O)c(C(=O)O)cc1OC | -2.4
Cc1ccc2oc(-c3cccc(NC(=O)/C=C/c4cccc([N+](=O)[O-])c4)c3C)nc2c1 | -3.6
COC(=O)c1cc(C(=O)N2CCc3ccccc3C2)cc([N+](=O)[O-])c1 | 19.7
COc1cccc(C2Sc3ccccc3NC3=C2C(=O)c2ccccc23)c1 (stereo unspecified) | 24.6
O=C(Nc1ccc(S(=O)(=O)N2CCCCC2)cc1)c1ccco1 | 2.8
CC(=O)CCc1oc2ccc(C)cc2c1-c1ccccc1 | -16.2
CCOc1ccc(C(=O)Nc2ccncc2)cc1 | 0.5
O=C(NCc1ccc(Cl)c(Cl)c1)c1cccc(F)c1 | -8.9
CC1(C)N([O-])C(c2cccs2)=C[N+]1=O | -2.4
O=C(N/N=C/C=N/NC(=O)c1ccccc1Cl)c1ccccc1Cl | 0.0
Cc1sc2c(=O)n3c(nc2c1C(=O)NC1CCCCC1)CCCCC3 | 0.0
COc1ccc(Br)cc1C(=O)Nc1cccc(C(C)=O)c1 | -1.1
N/C(=N\OC(=O)COc1ccccc1)c1cccnc1 | -14.1
Cc1ccccc1NC(=O)CN(c1ccc(Cl)cc1)S(C)(=O)=O | 15.7
CN(C)CC(O)CN(c1ccccc1)S(=O)(=O)c1ccc([N+](=O)[O-])cc1 (stereo unspecified) | 8.5
O=C(Nc1ncc(Cc2ccc(Cl)cc2Cl)s1)c1ccc([N+](=O)[O-])cc1 | -8.2
Cc1cc(C)c2nc3s/c(=C\c4ccc([N+](=O)[O-])cc4)c(=O)n3c2c1 | -29.6
COc1cc(C(=S)N2CCCCC2)cc(Br)c1O | 10.0
CCOc1ccc(N(CC(=O)Nc2ccc(OC)cc2)S(=O)(=O)c2ccc(SC)cc2)cc1 | -8.6
O=C(c1cc2nc(-c3ccc([N+](=O)[O-])cc3)cc(C(F)(F)F)n2n1)N1CCOCC1 | -39.9
Cc1ccc(Cn2c(NC(=O)c3ccccc3)nc3ccccc32)cc1 | 1.0
O=C1N/C(=N/N=C/c2ccccc2)SC1Cc1cccc(Cl)c1 (stereo unspecified) | -9.3
COc1c(Cl)cc(Cl)cc1/C=c1\sc2nc3c(C)c(C)ccc3n2c1=O | 59.7
O=c1c(-c2ccccc2)[n+]([O-])c2ccccc2n1O | 25.2
O=C1/C(=C\c2ccsc2)SC(=S)N1c1cccc(C(F)(F)F)c1 | 10.9
CCCC(=O)Nc1nc2ccc(Cl)cc2s1 | -5.3
Cc1cccc(N2C(=O)/C(=C/c3ccc(Br)cc3)SC2=S)c1C | -18.4
O=S(=O)(NCc1cccnc1)c1ccc(Cl)cc1 | -2.8
CC(=O)c1cccc(N2C(=O)C3C4c5ccccc5C(C(C)=O)(c5ccccc54)C3C2=O)c1 (stereo unspecified) | -16.4
Cc1cc(Cl)ccc1NC(=O)COc1ccc(Br)cc1 | -3.8
CCCC(=O)C1=C(O)C(C(=O)OC)C(C)(C)CC1=NC(C)CC (stereo unspecified) | -28.5
O=S(=O)(Nc1ccc(O)c2ccccc12)c1cc(Cl)ccc1Cl | -14.9
COC(=O)c1c(NC(=O)c2ccc(OC)cc2)sc2c1CCC2 | 25.1
COc1ccc(C2Nc3ccccc3NC3=C2C(=O)CC(C)(C)C3)cc1COc1ccc(F)cc1 (stereo unspecified) | 22.9
COc1ccc(OC)c(NC(=S)NC(NC(=O)c2ccc(Cl)cc2Cl)C(Cl)(Cl)Cl)c1 (stereo unspecified) | 6.3
O=C(c1ccc(F)cc1)N1CCN(C2CCC(c3ccccc3)CC2)CC1 (stereo unspecified) | 4.2
COc1cccc(NC(=O)/C(=C/c2ccc(C)o2)NC(=O)c2ccccc2)c1 | -5.5
O=C1NC(=Nc2ccc(F)cc2)S/C1=C\c1cccs1 | -5.0
O=C1c2ccc3c4c(ccc(c24)C(=O)N1c1ccccc1O)C(=O)N(c1ccccc1O)C3=O | -15.9
Cc1ccc(C(=O)NCc2ccccc2)o1 | -5.1
CC(=O)Nc1ccc(NC(=O)c2ccc(C)cc2)cc1 | 1.1
Cc1ccc(S(=O)(=O)N(Cc2ccccc2)c2ccccc2C(=O)NCC(C)C)cc1 | -5.4
COc1ccc(/C=C2\C(=O)N(c3ccc(F)cc3)N=C2C)c(OC)c1 | -8.6
O=[N+]([O-])c1ccc(C2Nc3ccc(Br)cc3C3C=CCC32)cc1 (stereo unspecified) | -6.5
COc1cc2nc(-c3ccc([N+](=O)[O-])c(C)c3)oc(=O)c2cc1OC | -21.8
CCOc1ccc(/C=C2/C(=O)NN(c3ccccc3)C2=O)cc1 | -6.7
CCOC(=O)c1sc(NC(=O)C2CCCC2)c(C(=O)OCC)c1C | -11.6
CCOC(=O)c1c(NC(=O)CN2C(=O)c3cccc4cccc(c34)C2=O)sc2c1CCCC2 | 4.5
O=C1NC(=S)N(c2ccc(Cl)cc2)C(=O)C1=Cc1ccsc1 | -28.1
CCc1nc(-c2ccccc2)nc(-c2ccccc2)c1C | -9.5
O=C(C[n+]1ccccc1)OCC12CC3CC(CC(C3)C1)C2 | -32.9
O=C(CC1S/C(=N\N=C\c2cccs2)NC1=O)Nc1ccc(Cl)c(Cl)c1 (stereo unspecified) | -17.4
O=C1CC(c2ccccc2)CC(O)=C1C=Nc1ccccc1-c1ccccc1 (stereo unspecified) | 7.2
Additional records.
SMILES | DUSP3 inh
COc1cccc(OCC(=O)Nc2ccc3c(c2)OCCO3)c1 | 20.9
CCSc1nnc(NC(=O)/C=C/c2ccc(C(C)(C)C)cc2)s1 | -14.0
Clc1ccc(-c2nc(N3CCOCC3)c3ccccc3n2)cc1 | -7.6
CCOC(=O)C(CC(C)C)NC(=O)C(Cc1ccccc1)N1C(=O)c2ccccc2C1=O (stereo unspecified) | 4.0
O=C(/C=C/c1ccccc1)NC(=S)Nc1cccc(NC(=O)c2ccccc2Cl)c1 | -11.1
COc1ccc2c(c1)-c1c(sn(-c3ccc(Br)cc3)c1=S)C(C)(C)N2 | -27.3
Cc1ccc(S(=O)(=O)N(CC(O)Cn2c3ccccc3c3ccccc32)CC2CCCO2)cc1 (stereo unspecified) | 0.6
COc1cc(C(=O)NC(NC(=S)Nc2cc(Cl)ccc2Cl)C(Cl)(Cl)Cl)cc(OC)c1OC (stereo unspecified) | -4.9
CN(C)S(=O)(=O)c1ccc(C(=O)Nc2nc3ccc(Br)cc3s2)cc1 | -18.3
COc1ccc(NS(=O)(=O)c2ccc(Br)cc2)cc1OC | -6.4
CCOC(=O)c1c(C)nc2c(c1-c1ccc(Cl)cc1Cl)C(=O)CC(C)(C)C2 | -7.2
COc1ccc(C2C(C(C)=O)=C(O)C(=O)N2CC2CCCO2)cc1 (stereo unspecified) | -1.3
CC1=C(C(=O)OC2CCCCC2)C(c2ccc(N(C)C)cc2)NC(=O)N1 (stereo unspecified) | -9.2
Cc1ccc2c(c1)c1c3n2CCN(C(=O)c2ccc([N+](=O)[O-])cc2)C3CCC1 (stereo unspecified) | 8.5
O=C(CC(Nc1ccc2ncccc2c1)c1ccc(F)cc1)c1ccccc1 (stereo unspecified) | 6.2

An excerpt from the list above:
SMILES | DUSP3 inh
COc1cccc(OCC(=O)Nc2ccc3c(c2)OCCO3)c1 | 20.9
CCSc1nnc(NC(=O)/C=C/c2ccc(C(C)(C)C)cc2)s1 | -14.0

(more compounds)
SMILES | DUSP3 inh
COc1cc(NC(=O)C(=O)NCc2ccco2)c(OC)cc1Cl | -0.1
Cc1cc(NC(=O)c2cccc(N(C)C)c2)ccc1Br | 13.5
CC(=O)n1ccc(C(=O)Nc2ccc(Cl)c(Cl)c2)n1 | 3.9
O=C(Nc1ccc2c(c1)OCO2)c1cccc(I)c1 | -14.8
CC(=O)Nc1ccc(NC(=O)COc2ccc(Br)c(C)c2)cc1 | 3.4
CN1CCN(C(=O)c2sc3cc(Cl)ccc3c2Cl)CC1 | 4.6
CCC(Oc1ccccc1)C(=O)Nc1ccc(S(N)(=O)=O)cc1 (stereo unspecified) | -8.7
